Source: PubChem (several laboratories)
p-CIP stab down = p/CIP-EGFP fusion destabilizers, primary screen, fluorescence, F442A cells | AID 1984, 2009 | 16 h | decrease of EGFP signal, % at 10 µM | hit rate 0.01% among 290,000 | Q05BA5;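 active means EGFP signal decrease of at least 30% at 10 µM or well 3 SD below plate mean, unless failing retest; inactive means the rest, including hits failing retest or dose response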; further: some compounds called inactive have numbers as strong as hits; many of its hits are not listed in these tables
Target sequence (Q05BA5 1-1403): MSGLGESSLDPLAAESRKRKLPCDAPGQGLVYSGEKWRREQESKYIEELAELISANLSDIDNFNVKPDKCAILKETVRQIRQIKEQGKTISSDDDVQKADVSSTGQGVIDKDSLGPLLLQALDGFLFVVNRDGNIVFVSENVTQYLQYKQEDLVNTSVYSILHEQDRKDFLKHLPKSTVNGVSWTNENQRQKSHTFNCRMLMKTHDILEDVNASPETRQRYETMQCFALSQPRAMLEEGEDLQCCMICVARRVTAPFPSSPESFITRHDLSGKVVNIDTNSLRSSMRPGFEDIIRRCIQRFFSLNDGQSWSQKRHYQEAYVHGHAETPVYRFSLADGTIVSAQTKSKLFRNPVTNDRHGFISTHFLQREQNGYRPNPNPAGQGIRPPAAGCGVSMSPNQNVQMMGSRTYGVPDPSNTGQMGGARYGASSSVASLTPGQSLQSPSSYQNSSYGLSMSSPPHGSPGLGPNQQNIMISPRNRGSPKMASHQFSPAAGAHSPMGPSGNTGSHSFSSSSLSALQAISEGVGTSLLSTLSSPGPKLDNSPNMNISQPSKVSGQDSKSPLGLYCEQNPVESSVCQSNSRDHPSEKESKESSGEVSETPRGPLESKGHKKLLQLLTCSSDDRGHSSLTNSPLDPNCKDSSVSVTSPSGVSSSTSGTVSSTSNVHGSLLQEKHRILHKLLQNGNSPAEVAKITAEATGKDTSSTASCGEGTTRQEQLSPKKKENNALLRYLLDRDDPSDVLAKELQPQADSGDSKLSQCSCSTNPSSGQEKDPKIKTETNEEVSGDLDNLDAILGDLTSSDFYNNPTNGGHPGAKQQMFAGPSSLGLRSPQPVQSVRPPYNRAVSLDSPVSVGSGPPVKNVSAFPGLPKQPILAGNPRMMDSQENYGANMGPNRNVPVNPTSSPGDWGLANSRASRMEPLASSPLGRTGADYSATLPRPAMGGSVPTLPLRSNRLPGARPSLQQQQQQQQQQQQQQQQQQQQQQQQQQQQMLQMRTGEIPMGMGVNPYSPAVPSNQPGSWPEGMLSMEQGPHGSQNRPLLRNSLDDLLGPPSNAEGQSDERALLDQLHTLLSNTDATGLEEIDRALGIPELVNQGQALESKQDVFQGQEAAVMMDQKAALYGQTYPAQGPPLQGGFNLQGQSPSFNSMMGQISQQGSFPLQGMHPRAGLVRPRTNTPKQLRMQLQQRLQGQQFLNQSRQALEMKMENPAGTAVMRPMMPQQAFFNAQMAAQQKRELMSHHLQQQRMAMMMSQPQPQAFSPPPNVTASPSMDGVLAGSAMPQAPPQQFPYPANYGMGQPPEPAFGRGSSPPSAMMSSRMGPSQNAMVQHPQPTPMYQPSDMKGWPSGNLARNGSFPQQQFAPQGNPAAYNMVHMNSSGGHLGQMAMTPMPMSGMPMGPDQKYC
UBC9 SUMO inh = inhibitors of in vitro SUMOylation cascade, primary screen, biochemical, HTRF, uHTS. SUMO-conjugating enzyme UBC9 (Homo sapiens), P63279. HTRF SUMOylation assay, SAE1/SAE2 + UBC9. inhibition, % at 35 µM. hit rate 0.36% among 290,000; in the data active means inhibition above about 50%, passing the limit was not always enough; further: strong numbers were not always called active
MEKK3 PB1 HTS = modulators of MEKK3-MEK5 PB1 binding, primary screen, biochemical, wildtype MEKK3, multiplex bead flow cytometry, Alexa488-MEK5 | Mitogen-activated protein kinase kinase kinase 3 (Homo sapiens), Q99759 | bead-based flow cytometry, Alexa488-MEK5 binding to MEKK3; actives lie on both sides; 0 = blocked by unlabeled MEK5, 100 = vehicle | binding response (% of control), % at 10 µM | hit rate 1.4% among 290,000;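 active means binding response more than 3 SD above or below the average of its plate-row segment, actives on both sides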;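 further: Alexa488 bead fluorescence after subtracting the streptavidin-only scavenger bead signal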
IMP-1 inh = IMP-1 metallo-beta-lactamase inhibitors, primary screen, biochemical, epi-absorbance readout, Pseudomonas aeruginosa enzyme. metallo-beta-lactamase IMP-1 (Pseudomonas aeruginosa). purified IMP-1, nitrocefin hydrolysis, epi-absorbance fluorescence. inhibition, % at 5.6 µM. hit rate 0.45% among 290,000. AID 1556, 2009;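 active means inhibition above the mean plus 3 SD of all compounds in the same screening run, cut at about 4.5% in these data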;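 further: 0% = IMP-1 with DMSO and 100% = DMSO wells lacking enzyme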
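System: purified IMP-1; amount: IMP-1 0.2 nM before substrate addition; compound: single dose, 5.6 µM; times: 25 °C, 15 min preincubation, 25 min reaction; signal: Epi-absorbance via hydrolysed-nitrocefin quenching of white-plate fluorescence, 480/530 nm, EDTA stop; benchmarks: DMSO with and without IMP-1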
HCV NS3 hel inh = inhibitors of HCV NS3 helicase, primary screen, biochemical, Cy5 molecular beacon fluorescence | inhibition, % at 10.9 µM | hit rate 0.56% among 290,000 | AID 1800, 2009 | NS3 helicase DNA unwinding;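 active means inhibition above the mean of all tested compounds plus 3 SD, set per campaign, cut at about 35% in these data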;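 further: 0% = DMSO wells and 100% = thioflavine S control wells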
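assay system = NS3 helicase fragment of HCV | buffer or medium = MOPS pH 6.5, MgCl2, DTT, Tween20, BSA | timing = 60 min unwinding reaction at 25 °C after ATP addition | signal = Cy5 beacon fluorescence read at start and 1 h | read-out basis = % inhibition of unwinding | control set = low DMSO, high thioflavine S at 110 µM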
PHOSPHO1 inh = PubChem AID 1565. Phosphoethanolamine/phosphocholine phosphatase (Homo sapiens), Q8TCT1. recombinant PHOSPHO1, absorbance phosphatase assay. inhibition, % at 13.3 µM. hit rate 1.1% among 290,000; in the data active means inhibition above about 60%
VIM-2 inhibitor = VIM-2 metallo-beta-lactamase inhibitors, primary screen, biochemical, epi-absorbance readout, Pseudomonas aeruginosa enzyme | inhibition, % at 5.6 µM | purified VIM-2, nitrocefin hydrolysis, epi-absorbance fluorescence | AID 1527, 2009 | hit rate 0.89% among 290,000;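 active means inhibition above the mean of all tested compounds plus 3 SD, cutoff set per screening run, cut at about 7.5% in these data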;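 further: red hydrolysis product quenches plate fluorescence so inhibitors raise well fluorescence; 0% = enzyme with DMSO and 100% = DMSO without enzyme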
IDE cell activ = human IDE activators in live cells, primary screen, fluorescence polarization, HEK cells, FAbeta-B substrate; Insulin-degrading enzyme (Homo sapiens), P14735; FAbeta-B cleavage; 0% vehicle, 100% cell-free pure enzyme wells; activation, % at 5.96 µM; hit rate 0.073% among 340,000; AID 493087, 2011;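 active means activation above the mean of all tested compounds plus 3 SD, set per screening campaign, cut at about 17% in these data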
DNA FID counter = compounds displacing fluorescent DNA intercalator, primary screen, artefact control for HCV NS3 helicase inhibitor project, biochemical, FID fluorescence; hit rate 0.17% among 290,000; DNA fluorescent intercalator displacement; AID 1845, 2009; inhibition, % at 7.9 µM; in the data active means inhibition above about 37%;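 further: 0% = vehicle and 100% = reference compound; higher means more ethidium bromide displaced from hairpin DNA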
Starred values were filed as active, the others as inactive; x = no result given.

SMILES | p-CIP stab down | UBC9 SUMO inh | MEKK3 PB1 HTS | IMP-1 inh | HCV NS3 hel inh | PHOSPHO1 inh | VIM-2 inhibitor | IDE cell activ | DNA FID counter
COc1ccc(N2CC(C(=O)Nc3ccc(S(=O)(=O)Nc4nccs4)cc3)CC2=O)cc1 (stereo not given) | -4 | 5 | 84 | -2.3 | -19 | 18 | -4.0 | 3 | -4
COc1ccccc1C(=O)NCC(=O)N/N=C(\C)Cc1ccccc1 | 5 | -9 | 100 | -3.5 | 4 | 11 | -3.9 | 2 | -14
Cc1cccc(CCNC(=O)CCNS(=O)(=O)c2cc(Br)cnc2N)c1 | -4 | x | 97 | 0.2 | 1 | 41 | -0.1 | 8 | -15
Cc1cc(NC(=O)CCC(=O)N(CC(C)C)C(C(=O)NC(C)(C)C)c2ccccc2Cl)no1 (stereo not given) | 1 | 4 | 102 | -1.8 | 3 | 17 | -3.8 | 2 | -44
c1ccc2c(Nc3ccc4c(c3)OCCO4)c3c(nc2c1)CCCC3 | 3 | 0 | 99 | -0.5 | -33 | -4 | 15* | -5 | 24
CCCN(CCC)C(=O)C1CCCN(S(=O)(=O)c2ccc3c(c2)oc(=O)n3C)C1 (stereo not given) | -22 | 9 | 100 | -1.0 | -1 | 24 | -4.9 | 6 | -31
CCOc1ccc(S(=O)(=O)Nc2nc3ccccc3nc2-n2ccc(=NC(=O)c3ccccc3C)cc2)cc1 | -5 | 34 | 103 | -0.4 | -72 | -37 | 3.1 | -3 | -8
CCN(CC)S(=O)(=O)c1csc(C(=O)NCc2ccccc2)c1 | 2 | -4 | 101 | -2.4 | 7 | 16 | -2.1 | 1 | -10
COc1ccc(NC(=O)c2cc3ccccc3o2)cn1 | -8 | 15 | 109 | -2.0 | 3 | 25 | -0.5 | 0 | -3
CCOc1ccccc1Oc1c(C)oc2cc(OC(=O)c3ccco3)ccc2c1=O | -17 | 37 | 94 | -2.9 | 3 | 29 | -0.8 | -2 | 4
Cc1ccccc1-c1noc(-c2ccccc2F)n1 | 3 | -1 | 87 | 2.3 | 3 | -2 | -2.3 | 3 | 0
CCOc1ccc(/C=N/NC(=O)c2ccccc2NC(=O)c2ccc(OC)cc2)cc1 | -10 | 0 | 103 | -2.8 | 10 | -6 | -2.4 | 1 | -4
CCc1c(C(=O)Nc2ccccc2)c(C)[nH]c(=S)c1C#N | 1 | 20 | 102 | -0.8 | -2 | 50 | -3.9 | -2 | -6
O=C(Nc1ccccc1)C(=O)Nc1ccccn1 | -4 | 9 | 97 | -3.0 | 0 | 13 | -0.6 | 3 | -1
CC(=O)c1cccc(NC(=O)N2CCCC2C(=O)Nc2cc(C)ccc2C)c1 (stereo not given) | 7 | 7 | 104 | -3.5 | -4 | 18 | -0.8 | 3 | -10
CCOc1ccc2nc(Cl)c(C3CC(c4ccccc4)=NN3C(=O)c3ccco3)cc2c1 (stereo not given) | -6 | -6 | 96 | -3.8 | 5 | 11 | 0.4 | x | -1
CS(=O)(=O)N(CC(=O)NCCSCc1ccco1)c1ccc(Cl)cc1 | -5 | 7 | 105 | -4.6 | 4 | 28 | -5.0 | 3 | -3
CCOc1ccc2[nH]c(=O)c(CN(Cc3cccs3)Cc3nnnn3C(C)(C)C)cc2c1 | -17 | 17 | 99 | -3.1 | 5 | -50 | -2.5 | -2 | 3
O=C(CSc1c2c(nc3cc(Cl)ccc13)CCCC2)NCCN1CCOCC1 | -4 | 4 | 95 | -1.4 | 0 | -17 | -1.2 | 0 | -3
Cc1cc(O)c(/C=N/c2ccccn2)c(=O)o1 | -9 | 13 | 105 | -3.0 | -2 | 7 | -3.1 | -21 | 0
Cc1ccc(NC(=O)CSc2nnc(-c3ccncc3)s2)cc1 | 3 | -4 | 101 | -3.4 | 4 | 28 | -2.4 | -10 | -11
CN(C)CCCCOc1cccc(Br)c1 | 1 | 4 | 107 | -3.5 | 8 | -17 | -4.2 | 1 | 13
CN(Cc1nc2ccccc2n1C)C(=O)c1cccs1 | -3 | 3 | 101 | -1.6 | 2 | 4 | -2.1 | 5 | 1
c1ccc(COn2c(-c3ccccc3)nc3c2CCc2nonc2-3)cc1 | -3 | 24 | 99 | -1.9 | 0 | 2 | 0.2 | 0 | -2
CC12CN3CC(C)(CN(C1)C3c1ccc(Br)cc1)C2 (stereo not given) | -6 | 15 | 104 | -2.3 | 3 | -11 | -3.6 | 3 | -5
O=C(NC1CCN(Cc2nnnn2CCc2ccccc2)CC1)c1ccccc1F | 6 | 9 | 101 | -2.8 | -3 | 0 | -3.1 | 2 | -22
CS(=O)(=O)N(CC(=O)NC1CCCCCC1)Cc1ccc(Cl)cc1 | 2 | -9 | 101 | -0.8 | 3 | -3 | -4.3 | 1 | -12
COCCn1c(N)c(C(=O)NCc2cccs2)c2nc3ccccc3nc21 | -3 | 103 | 99 | -1.6 | 7 | -2 | -2.4 | -1 | -7
CC(=O)Oc1ccc(N2C(=O)C3C4C=CC(O4)C3C2=O)cc1 (stereo not given) | -8 | 4 | 105 | -1.1 | 4 | -4 | -4.9 | -1 | -1
c1ccc2c(c1)CCCC2NC1=NCCC1 (stereo not given) | -1 | 17 | 100 | -3.5 | 7 | 1 | -6.7 | 2 | -1
CN(CC(O)COc1ccc2ccccc2c1)C1CCCCC1 (stereo not given) | -5 | 2 | 110 | -1.9 | -13 | 14 | -1.8 | 0 | 15
Cc1cccc(N(CC(=O)NCCSCc2ccccc2)S(C)(=O)=O)c1C | 1 | 3 | 104 | -1.4 | 9 | -31 | -2.3 | 0 | -23
CN(CCOc1ccccc1)C(=O)c1cc(COc2c(F)cccc2F)on1 | -13 | -7 | 97 | -2.5 | -12 | 20 | 0.0 | 3 | -28
COc1ccc(C(=O)Nc2cc(C)on2)cc1OC | 5 | 2 | 103 | -2.4 | 5 | x | -1.2 | 4 | -9
CCc1nc(Nc2ccc(N3CCN(C(C)=O)CC3)cc2)c2oc3ccccc3c2n1 | -10 | 18 | 94 | -1.1 | -6 | 43 | 82* | 1 | -24
Cc1noc(COc2ccccc2OCC(O)CNC(C)(C)C)n1 (stereo not given) | -12 | 14 | 98 | -3.9 | -2 | 0 | -2.4 | -5 | -1
O=C(Nc1ccc(CN2CCOCC2)cc1)c1ccc(Cl)cc1Cl | -1 | 3 | 101 | -3.0 | -2 | 41 | -1.7 | 1 | -12
O=c1c(Cc2ccc(Cl)cc2)c(O)ccn1Cc1ccccc1 | -8 | -8 | 104 | -1.9 | 0 | 2 | -1.9 | -2 | -5
CC(=O)OCC(=O)[C@@]1(O)CC[C@H]2[C@@H]3C[C@H](C)C4=CC(=O)C=C[C@]4(C)[C@H]3[C@@H](O)C[C@@]21C | -7 | -8 | 103 | -1.7 | -1 | 10 | -0.5 | -5 | -20
CON(C)c1nc(NCC(C)C)nc(OCC#N)n1 | 4 | -7 | 92 | -3.1 | 10 | 25 | -2.1 | -4 | 0
CC(=O)N(C1=C(O)c2ccccc2C(=O)C1=O)C1CCCCC1 | 10 | 5 | 103 | -4.7 | 17 | -20 | -2.1 | 8 | -8
CCn1cc(C2=NOC(C(=O)O)C2)c(C)n1 (stereo not given) | -8 | 9 | 103 | -2.6 | 0 | 7 | -1.5 | 3 | -1
N#Cc1ccccc1NC(=O)COC(=O)COc1ccccc1[N+](=O)[O-] | 14 | -10 | 101 | -3.6 | 0 | 20 | -1.4 | 7 | 15
Cc1nn(CC(=O)N2CCOCC2)c(=O)c2nn(-c3ccccc3)c(C)c12 | -5 | 8 | 101 | -0.6 | -11 | 30 | -1.2 | 1 | 1
CCN(c1ccccc1)S(=O)(=O)c1ccc(OC)c(NC(=O)c2cccs2)c1 | 19 | -29 | x | 0.2 | -23 | -3 | 1.1 | 2 | -5
COC(=O)c1c(-c2ccccc2)c(-c2ccccc2)nn(C)c1=O | -2 | 12 | 107 | -2.7 | 3 | -156 | -1.1 | 0 | -17
COCCOc1ccc(C(F)(F)F)cc1NC(=O)c1ccc(F)cc1 | -7 | -4 | 77 | -3.0 | -5 | -4 | -0.2 | 5 | -4
Cc1ccc(C(=O)NCCNC(=O)c2ccco2)cc1C | -12 | 17 | 101 | -1.3 | 6 | 12 | -2.8 | 5 | -8

Some of these compounds in order of SMILES length, rising.
SMILES | p-CIP stab down | UBC9 SUMO inh | MEKK3 PB1 HTS | IMP-1 inh | HCV NS3 hel inh | PHOSPHO1 inh | VIM-2 inhibitor | IDE cell activ | DNA FID counter
CON(C)c1nc(NCC(C)C)nc(OCC#N)n1 | 4 | -7 | 92 | -3.1 | 10 | 25 | -2.1 | -4 | 0
Cc1noc(COc2ccccc2OCC(O)CNC(C)(C)C)n1 (stereo not given) | -12 | 14 | 98 | -3.9 | -2 | 0 | -2.4 | -5 | -1
O=c1c(Cc2ccc(Cl)cc2)c(O)ccn1Cc1ccccc1 | -8 | -8 | 104 | -1.9 | 0 | 2 | -1.9 | -2 | -5
O=C(Nc1ccc(CN2CCOCC2)cc1)c1ccc(Cl)cc1Cl | -1 | 3 | 101 | -3.0 | -2 | 41 | -1.7 | 1 | -12
COCCOc1ccc(C(F)(F)F)cc1NC(=O)c1ccc(F)cc1 | -7 | -4 | 77 | -3.0 | -5 | -4 | -0.2 | 5 | -4
COC(=O)c1c(-c2ccccc2)c(-c2ccccc2)nn(C)c1=O | -2 | 12 | 107 | -2.7 | 3 | -156 | -1.1 | 0 | -17
N#Cc1ccccc1NC(=O)COC(=O)COc1ccccc1[N+](=O)[O-] | 14 | -10 | 101 | -3.6 | 0 | 20 | -1.4 | 7 | 15
Cc1nn(CC(=O)N2CCOCC2)c(=O)c2nn(-c3ccccc3)c(C)c12 | -5 | 8 | 101 | -0.6 | -11 | 30 | -1.2 | 1 | 1
CCN(c1ccccc1)S(=O)(=O)c1ccc(OC)c(NC(=O)c2cccs2)c1 | 19 | -29 | x | 0.2 | -23 | -3 | 1.1 | 2 | -5
CC(=O)OCC(=O)[C@@]1(O)CC[C@H]2[C@@H]3C[C@H](C)C4=CC(=O)C=C[C@]4(C)[C@H]3[C@@H](O)C[C@@]21C | -7 | -8 | 103 | -1.7 | -1 | 10 | -0.5 | -5 | -20

A portion of the library; rates above refer to the full screens.
